Compound activity from PubChem BioAssay.
F508del corr – correctors of CFTR F508del function in bronchial epithelial cells | CFBE cells, YFP halide quenching; stimulated with forskolin plus potentiator P3; % fluorescence drop versus neutral controls | activity (quench increase), % at 7.58 µM | 350,000 tested, 0.36% active | AID 720511;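 active = mean added fluorescence quench of at least 8% versus neutral control, with both replicates also reaching 8%; inconclusive = only one of the mean or replicate conditions met; inactive = mean below 8% and not both replicates reaching 8%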;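 note: cells transiently co-express mutant CFTR-F508del with the halide-sensitive YFP; corrector assay measuring rescue of mutant channel to the surface after 24 h compound exposure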
GSIS activator – GLuc luminescence reporter in INS-1E cells, primary screen for activators of glucose-dependent secretion of insulin. INS-1E GLuc reporter insulin secretion, 2-3 h. activation, % at 16.6 µM. 370,000 tested, 0.61% active. AID 743287;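 active = lowest replicate activation of at least 40%, so every replicate reaches that level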;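 note: 0% = median of neutral control wells and 100% = median of IBMX positive control wells; some compounds called inactive have numbers as strong as hits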
PAX8 reporter – inhibitors of PAX8 transcriptional activity in RMG-I cells; inhibition, % at 12.6 µM; 360,000 tested, 1.2% active; RMG-I TPO-luciferase reporter, SteadyGlo, 24 h; AID 652154;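 active = mean replicate inhibition at least 60% with every replicate also reaching 60%; inconclusive = only one of the two criteria is met; inactive = mean below 60% and not all replicates reaching 60%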;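 note: luciferase light reporting Pax8 driven TPO promoter activity; plate controls were median of neutral control wells for no effect and mitoxantrone controls for full effect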
ARNT-TACC3 inh – ARNT/TACC3 interaction disruption; 390,000 tested, 0.66% active; inhibition, % at 9.99 µM; Q9Y6A5; AlphaScreen His-ARNT PAS-B/GST-TACC3 binding, luminescence; TACC3 fragment carries E629A point mutation;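 active = mean inhibition of replicates at least 50% and at least half of replicates each reaching 50%; inconclusive = half or more replicates reach 50% but mean below 50%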;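 note: 0% = complete ARNT plus TACC3 wells and 100% = ARNT alone without TACC3; many hits fall short of the cut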
Xi reactivation – reactivates the inactive X chromosome in mouse fibroblasts; XiGFP mouse fibroblasts, % GFP-positive cells imaging, 3 d; cells co-treated with 5-aza-dC sensitizer; scaled so ellipticine positive control = 100%; activation, % at 7.58 µM; 360,000 tested, 0.055% active; AID 743238;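 active = mean normalized replicate activation at least 10% and every replicate at or above 10%; inconclusive = only one of the two criteria met; inactive = mean below 10% and not all replicates reach 10%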;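 note: 0% = median of on-plate neutral control wells and 100% = ellipticine 6 µM median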
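assay system = SV40-immortalized XiGFP fibroblast cells, line 68-5-11 | buffer or medium = DMEM plus 5-aza-dC sensitizer | doses = single-point pinned compound dosing | times = 3-day compound exposure, then 15 min fixation at room temperature | benchmarks = positive control ellipticine, 6 µM final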
ERp5 block – ERp5 (human) disulfide isomerase inhibition; ERp5 insulin aggregation, absorbance 650 nm, 90 min; 350,000 tested, 0.05% active; AID 651711; inhibition, % at 9.99 µM;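 active = mean replicate inhibition above about 25%, with every replicate also reaching it, limit read from the data, passing the limit was not always enough; inconclusive = only one of those two criteria met; inactive = neither criterion met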
Target sequence (Q15084 whole entry, looked up): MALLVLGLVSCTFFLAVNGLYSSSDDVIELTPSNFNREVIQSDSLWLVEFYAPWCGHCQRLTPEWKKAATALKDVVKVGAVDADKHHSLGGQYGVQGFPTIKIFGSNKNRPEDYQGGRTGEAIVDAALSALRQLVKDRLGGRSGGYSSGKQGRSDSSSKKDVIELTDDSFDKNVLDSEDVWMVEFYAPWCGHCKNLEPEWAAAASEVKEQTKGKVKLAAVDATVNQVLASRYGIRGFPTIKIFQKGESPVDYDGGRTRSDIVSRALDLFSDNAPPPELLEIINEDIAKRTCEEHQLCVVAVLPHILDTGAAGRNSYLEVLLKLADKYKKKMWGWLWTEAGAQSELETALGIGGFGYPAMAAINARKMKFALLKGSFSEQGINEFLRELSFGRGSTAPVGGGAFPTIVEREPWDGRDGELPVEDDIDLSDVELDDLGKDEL
EWS-Fli inh – EWS/Fli transcriptional activity inhibition; 350,000 tested, 0.67% active; A673 NR0B1-luciferase reporter, viability-normalised; inhibition, % at 12.6 µM;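 active = mean inhibition of at least 50% after viability correction, with every replicate also passing that limit; inconclusive = mean reaches 50% but only one of two replicates passes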;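 note: firefly luciferase signal divided by Alamar Blue viability fluorescence both relative to DMSO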
DENV2 CPE – DENV2-induced cell death inhibition. DENV2-infected cells, cytopathic effect rescue, plate reader. AID 651640. CPE inhibition, % at 9.99 µM. 350,000 tested, 1.7% active; in the data active = CPE inhibition above about 20%, passing the limit was not always enough; inconclusive = no clear call, values can overlap the other calls; tested in BHK-21 cells;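 note: 0% = median of neutral control wells and 100% = median of positive control wells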
The depositor's hits bear a star; ? = inconclusive; . = not tested or not shown; & = joins results of further samples.

SMILES | F508del corr | GSIS activator | PAX8 reporter | ARNT-TACC3 inh | Xi reactivation | ERp5 block | EWS-Fli inh | DENV2 CPE
CCCN1C[C@H](C)[C@@H](OC)CN(C)C(=O)c2cc(NC(=O)NC3CCCC3)ccc2OC[C@@H]1C | -1.6 | 2 | -25 | . | -0.1 | 5 | . | -7
CC1CCCCC1NC(=O)COc1ccc(C#N)cc1 (configuration not stated) | 0.2 | 13 | -10 | 10 | 0.1 | 6 | -1 | 2
COC(=O)c1cc(S(=O)(=O)NCCCc2ccco2)c[nH]1 | 3.1 | 11 | 4 | -2 | 0.2 | 0 | 4 | 7
O=C(NCC1CCCO1)c1ccccc1OCc1ccc(Cl)cc1 (configuration not stated) | 2.5 | -6 | -5 | -10 | 0.0 | -1 | 2 | 65*
C[C@@H]1CN([C@H](C)CO)C(=O)c2cc(C#CC3CC3)cnc2O[C@H]1CN(C)C(=O)c1ccccc1 | 1.5 | 6 | . | 8 | 0.2 | -4 | 7 | -2
Cn1cnnc1SCC(=O)Nc1cc(S(=O)(=O)N2CCCCC2)ccc1Cl | 2.8 | 23 | -10 | 3 | . | 1 | 2 | 1
Cc1ccc2oc(C(=O)NCCC3CCCCO3)c(C)c2c1 (configuration not stated) | 2.2 | -16 | -192 | -10 | 0.3 | 3 | -15 | 9
CCC(=O)N(C)C[C@H]1Oc2ncc(C#CCc3ccccc3)cc2C(=O)N([C@@H](C)CO)C[C@@H]1C | 3.1 | -8 | . | -4 | 0.8 | 1 | 3 | 11
CCCn1c(C(O)c2ccc3c(c2)OCO3)nc2ccccc21 (configuration not stated) | -2.3 | -15 | . | 1 | . | -10 | 10 | 1
CCC(C(=O)NCc1ccncc1)c1ccccc1 (configuration not stated) | -2.3 | -3 | 13 | -8 | 0.0 | 0 | 7 | 3
COc1ccc2c3c(n(C)c2c1)[C@@H](CO)N(C(=O)c1ccccc1)CC31CN(C)C1 | 4.2 | 14 | . | . | 0.4 | . | -2 | -14
C/C=C/c1ccc2c(c1)O[C@@H](CN(C)C(=O)Nc1ccccc1)[C@@H](C)CN([C@@H](C)CO)S2(=O)=O | -1.5 | -24 | . | 8 | -0.8 | -7 | -7 | -6
CC12N=C3SCc4ccccc4CN3[C@H](c3ccccc3O1)[C@H]2CO[Si](C)(C)C(C)(C)C | 1.8 | . | -8 | 7 | . | 6 | -4 | -8
O=S(=O)(N1CCCCC1)N1CCN(c2cc(Cl)ccc2Cl)CC1 | -0.4 | -5 | 3 | -22 | 0.0 | 1 | 2 | -9
Cc1ccccc1NC(=S)Nc1cccc2cnccc12 | -4.7 | 10 | 14 | 32 | 0.0 | 1 | -7 | 5
COc1ccccc1C(=O)Nc1ccnn1C1CCN(Cc2ccccc2OCCO)CC1 | -3.1 | 4 | 1 | -5 | 0.2 | 3 | 14 | 10
CC(C)(CNC(=O)c1ccc(Br)o1)N1CCOCC1 | -3.0 | -1 | -16 | -5 | 0.0 | 3 | . | -8
COc1ccc(C(=O)N=c2sc3c(C)ccc(OC)c3n2C)cc1OC | 4.4 | -7 | -63 | -5 | -0.1 | -5 | -77 | -4
Cc1nn(C(C)(C)C)c(C)c1/C=N/OC(=O)Nc1ccc(Cl)cc1 | -0.4 | 5 | 79* | -9 | -0.1 | 0 | 87* | 13
C[C@H](CO)N1C[C@H](C)[C@H](CN(C)S(=O)(=O)c2ccccc2C#N)OCc2cnnn2CCCC1=O | 2.8&0.0 | 3&7 | -26 | . | 0.0&0.4 | 1&-2 | -6&-5 | -7&-12
CO[C@H]1CN(C)C(=O)c2cc(NC(=O)Nc3ccccc3F)ccc2OC[C@H](C)N(C(C)=O)C[C@@H]1C | 4.8 | -4 | 0 | -3 | 0.5 | 0 | -9 | -4
FC(F)(F)c1ccccc1NC(=S)N1CCN(Cc2ccc3c(c2)OCO3)CC1 | 2.1 | -3 | 29 | 1 | -1.2 | -1 | 13 | -6
CC(=O)c1cccc(CN2CCC(CO)(CCCc3ccccc3)CC2)c1 | 2.8 | -18 | 6 | 13 | 0.8 | -1 | 2 | 3
CC=Cc1ccc2n(c1=O)C[C@@H]1[C@@H](CO)[C@H](C(=O)NC3CCC3)N(S(C)(=O)=O)[C@H]21 (mixture of isomers) | -1.6 | -8 | -6 | -2 | 0.2 | 3 | 0 | ?
CCC(C)NC(=O)c1ccc2c(Cl)c3c(nc2c1)CCC3 (configuration not stated) | 1.3 | 12 | -137 | -1 | -0.2 | -3 | -77 | .
CC(=O)c1cccc(NC(=S)N2c3ccccc3CC2C)c1 (configuration not stated) | 0.6 | 5 | -18 | -15 | 0.0 | -6 | 5 | 7
C=CCNC(=O)c1ccccc1NC(=O)c1ccccc1N(C)S(C)(=O)=O | 2.2 | 5 | 4 | -12 | 0.0 | 2 | 4 | 0
CC1CCN(CCCNC(=O)c2cc3c(=O)n(C)c4ccccc4c3n2C)CC1 | -4.4 | -5 | -23 | 11 | 0.2 | 1 | 3 | -2
NC(=O)CC(NC(=O)Cc1cccc2ccccc12)c1ccc(NCCc2ccc(F)cc2)c([N+](=O)[O-])c1 (configuration not stated) | -2.3 | -6 | 3 | -1 | 0.5 | . | 2 | .
CCCC(C)C(=O)Nc1nc(C)c(-c2csc(Nc3ccccc3OC)n2)s1 (configuration not stated) | 4.6 | -6 | 13 | -2 | 0.0 | -4 | -8 | 16
C[C@@H]1CN([C@@H](C)CO)C(=O)c2cc(C#Cc3ccccc3F)cnc2O[C@H]1CN(C)C(=O)C1CCCCC1 | -1.3 | -17 | 20 | -10 | -0.9 | 2 | 4 | 0
O=C(C[C@@H]1CC[C@H]2[C@@H](COC[C@@H](O)CN2S(=O)(=O)c2ccccc2)O1)N1CCc2ccccc2C1 | -1.4 | 14 | 15 | 2 | 0.1 | 18 | 2 | 4
O=C(Nc1ccc2c(c1)CCC2)c1ccccc1 | -2.9 | . | 40 | -10 | 0.0 | 4 | -16 | 45*
C/C(N)=C(/C#N)C(=O)CSc1nnc(Nc2cccc(C)c2C)s1 | -0.2 | 4 | . | 10&-7 | 0.3 | -7 | -35 | 5
Cc1ccc(NS(=O)(=O)c2ccc3c(c2)CC(=O)N3)cc1F | 0.0 | 1 | 12 | 2 | 0.2 | 10 | -3 | 15
O=C(c1cccc(F)c1)N1CCCCN2[C@H](C1)[C@H](c1ccc(-c3ccccc3)cc1)[C@@H]2CO | -2.2 | -20 | 19 | 0 | 0.0 | 28* | 8 | -12
CC(=O)Nc1ccc(-c2sc(Nc3cccc4ccccc34)n[n+]2-c2ccccc2)cc1 | -0.8 | 20 | -5 | 12 | 0.0 | -4 | -5 | -11
Cc1nnc(N2C(=O)C(=O)/C(=C(/O)c3ccc4c(c3)CC(C)O4)C2c2ccccc2F)s1 (configuration not stated) | -1.4 | -8 | 5 | 2 | 0.1 | -6 | 7 | -1
Cc1cccc(-c2ccc([C@H]3[C@@H](CO)N4CCCCN(C(=O)c5ccc6c(c5)OCO6)C[C@H]34)cc2)c1 | -1.2 | -30 | 2 | 3 | -0.1 | -3 | 27 | -33
C[C@@H]1CN([C@H](C)CO)C(=O)CCCn2cc(nn2)CO[C@@H]1CN(C)S(=O)(=O)c1cccs1 | 4.1 | -1 | -9 | -14 | -0.5 | -6 | 9 | 8

One compound at a time, as listed above. Order of screens: F508del corr	GSIS activator	PAX8 reporter	ARNT-TACC3 inh	Xi reactivation	ERp5 block	EWS-Fli inh	DENV2 CPE
COc1ccc2c3c(n(C)c2c1)[C@@H](CO)N(C(=O)c1ccccc1)CC31CN(C)C1 reads 4.2	14	.	.	0.4	.	-2	-14
CC(=O)Nc1ccc(-c2sc(Nc3cccc4ccccc34)n[n+]2-c2ccccc2)cc1 reads -0.8	20	-5	12	0.0	-4	-5	-11
C/C(N)=C(/C#N)C(=O)CSc1nnc(Nc2cccc(C)c2C)s1 reads -0.2	4	.	10&-7	0.3	-7	-35	5
CC=Cc1ccc2n(c1=O)C[C@@H]1[C@@H](CO)[C@H](C(=O)NC3CCC3)N(S(C)(=O)=O)[C@H]21 (mixture of isomers) reads -1.6	-8	-6	-2	0.2	3	0	?
CCCn1c(C(O)c2ccc3c(c2)OCO3)nc2ccccc21 (configuration not stated) reads -2.3	-15	.	1	.	-10	10	1

Carrying on.
SMILES | F508del corr | GSIS activator | PAX8 reporter | ARNT-TACC3 inh | Xi reactivation | ERp5 block | EWS-Fli inh | DENV2 CPE
CC(=O)N=c1sccn1CC(O)c1ccccc1 (configuration not stated) | -3.9 | 19 | 9 | -1 | 0.2 | 5 | -2 | 2
Cc1ccc(C(=O)CSc2nnc3ccccn23)c(C)c1 | 0.8 | -6 | -41 | -1 | 0.0 | 4 | 0 | 7
Cc1[nH]c(=O)c(S(=O)(=O)c2ccccc2)c(C)c1Cl | . | 2 | -13 | 4 | -0.1 | 1 | 5 | 13
COCCn1c(SCc2cccc([N+](=O)[O-])c2)nc2ccccc2c1=O | 1.1 | -19 | 15 | -2 | 0.1 | 3 | 16 | -3
C[C@@H]1CN([C@@H](C)CO)C(=O)c2cc(C#Cc3ccncc3)cnc2O[C@H]1CN(C)CC1CCOCC1 | 0.3 | 23 | . | -5 | -0.4 | -9 | -18 | ?
Cc1ccc(/C=N/NC(=O)c2ccoc2C)s1 | . | -3 | -131 | 4 | 0.2 | -4 | -46 | 6
CCC(=O)N(C)C[C@H]1Oc2cc(C#Cc3cccnc3)ccc2S(=O)(=O)N([C@H](C)CO)C[C@H]1C | 0.1 | 17 | 37 | 5 | -0.4 | -2 | 6 | -8
CC(=O)Nc1ccc(N/C(N)=N/c2nc(C)cc(C)n2)cc1 | -2.7 | -2 | 10 | -17 | 0.2 | 5 | 6 | 5
CC(C)NC(=O)NNC(=O)c1nn(-c2ccc(F)cc2)ccc1=O | -4.4 | 7 | 32 | -1 | 0.1 | 2 | 2 | 11
O=Cc1c(NCc2ccccc2Cl)c2ccccc2[nH]c1=O | 0.6 | 10 | 25 | 11 | 0.2 | -1 | 7 | 2
COc1ccc(NC(=O)Nc2cccc3c2O[C@H](CN(C)Cc2ccc4c(c2)OCO4)[C@H](C)CN([C@H](C)CO)C3=O)cc1 | 3.8 | 5 | -4 | 6 | 0.0 | 2 | . | 13
COc1ccc(-n2cnc3ccccc3c2=O)c([N+](=O)[O-])c1 | 3.3 | 3 | -10 | -8 | 0.0 | 3 | 0 | -1
COc1ccc(S(=O)(=O)Nc2cccc3c2O[C@H](CN(C)Cc2ccc4c(c2)OCO4)[C@@H](C)CN([C@H](C)CO)C3=O)cc1 | 0.2 | -12 | -19 | . | -0.8 | -3 | -3 | 3
COc1cc(CO)ccc1OCc1ccc(Cl)nc1 | 1.4 | -2 | -121 | 1 | 0.0 | -5 | -73 | 8
O=C(c1ccccc1)N1CCN(c2ccccc2)CC1 | -4.8 | -7 | 1 | -4 | 0.1 | -13 | 7 | ?
Cc1cc(Nc2cccc(Br)c2)cc(=O)n1-c1cccc(Br)c1 | -2.5 | . | -6 | . | 0.1 | 2 | 4 | ?
